JMJD2A Tudor: qHTS Assay for Inhibitors of JMJD2A-Tudor Domain; Lysine-specific demethylase 4A (Homo sapiens), O75164; Potency, µM (top dose mostly 114 µM), for the others: at the top dose activity change, negative = inhibition, hits mostly inhibitors; AlphaScreen JMJD2A-Tudor / H3K4me3 peptide binding; actives 4.4% (n = 390,000); also: % is scaled to controls: 0 for no effect and ±100 for the full control effect; nearly all actives have a fitted effect of over 50% in size
ALOX12 inh: Primary qHTS assay for inhibitors of human arachidonate 12S-lipoxygenase (ALOX12): Round 2 | purified 12hLO, xylenol orange hydroperoxide absorbance | Polyunsaturated fatty acid lipoxygenase ALOX12 (Homo sapiens), P18054 | Potency, µM (top dose mostly 108 µM), inactives show top-dose activity change, negative = inhibition, hits mostly inhibitors | actives 1.1% (n = 580,000); also: % is scaled to controls: 0 for no effect and ±100 for the full control effect
Target sequence (P18054 whole entry, looked up): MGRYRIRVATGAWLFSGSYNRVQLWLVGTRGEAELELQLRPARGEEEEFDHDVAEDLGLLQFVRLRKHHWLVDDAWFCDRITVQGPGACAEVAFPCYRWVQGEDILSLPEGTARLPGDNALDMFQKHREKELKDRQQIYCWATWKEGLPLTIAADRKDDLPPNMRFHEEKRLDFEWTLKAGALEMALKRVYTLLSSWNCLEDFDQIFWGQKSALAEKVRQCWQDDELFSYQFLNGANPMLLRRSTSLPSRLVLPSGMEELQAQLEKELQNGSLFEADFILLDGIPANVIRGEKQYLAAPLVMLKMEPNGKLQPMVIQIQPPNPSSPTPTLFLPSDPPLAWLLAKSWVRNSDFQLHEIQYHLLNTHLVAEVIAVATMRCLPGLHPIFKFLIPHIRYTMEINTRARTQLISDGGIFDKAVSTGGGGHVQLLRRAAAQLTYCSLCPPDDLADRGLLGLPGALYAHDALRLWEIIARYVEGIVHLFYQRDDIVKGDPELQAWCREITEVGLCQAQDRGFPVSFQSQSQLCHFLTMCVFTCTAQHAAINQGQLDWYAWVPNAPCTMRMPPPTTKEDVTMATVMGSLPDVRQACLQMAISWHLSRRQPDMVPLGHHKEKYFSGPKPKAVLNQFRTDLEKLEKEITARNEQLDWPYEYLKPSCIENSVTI
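Hydroperoxide product was detected by ferrous iron/xylenol orange as the 573 to 405 nm absorbance ratio. Arachidonic acid at 40 uM (final) was turned over for 30 min at room temperature by 150 nM human 12hLO, pH 7.0 Hepes buffer, after 15 min compound preincubation.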
ERG Ets-DNA blk: qHTS for Small Molecule Inhibitors of the ERG Ets/DNA interaction | Transcriptional regulator ERG (Homo sapiens), P11308 | fluorescence polarization, His-ERG Ets domain / labelled DNA | Potency, µM (series often up to 76.9 µM), for inactives: at the top dose FP activity, negative = inhibition, usual class: inhibitors | actives 0.028% (n = 370,000) | AID 624246, 2012; active = well fitted inhibition curve with a large enough effect in the polarisation, with a control signal flat; inconclusive = small, poorly fitted or top-dose-only effect, or effect the other way, or a change in a side signal; inactive = no such curve, though single readings can be large or run the other way; the % refers to the polarisation;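 also: polarization taken with two DNA probes labelled with fluorescein and Texas red; % of control where 0% means no effect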
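His-tagged ERG Ets domain (1 uM in the protein solution; 300mM KCl, 50mM Tris-HCl, 1mM EDTA, 1mM DTT, pH 7.5) received compound, then a probe mix of 5 nM fluorescein-DNA and 100nM Texas-615-DNA. Fluorescence polarization was read for both dyes.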
HP1b chromo inh: HTS for Inhibitors of HP1-beta Chromodomain Interactions with Methylated Histone Tails | Potency, µM (top dose mostly 114 µM), for inactives: top-dose activity change, negative = inhibition, hits mostly inhibitors | actives 0.56% (n = 390,000) | AlphaScreen HP1-beta / biotin-H3K9me3 peptide binding | Chromobox protein homolog 1 (Homo sapiens), P83916; also: nearly all actives have a fitted effect of over 70% in size; inactives centre near 23
Target sequence (P83916 whole entry, looked up): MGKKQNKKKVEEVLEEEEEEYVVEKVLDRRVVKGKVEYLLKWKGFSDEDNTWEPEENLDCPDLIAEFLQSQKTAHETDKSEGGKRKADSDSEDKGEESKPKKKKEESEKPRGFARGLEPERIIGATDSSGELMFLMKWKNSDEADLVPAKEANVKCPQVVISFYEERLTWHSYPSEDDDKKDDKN
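AlphaScreen: HP1-beta (50 nM) preformed 30 min with biotin-H3(1-18)K9me3 peptide (50 nM) in PBS pH 7.4, 0.01% Tween-20. Compound added for 30 min at RT, then streptavidin donor/nickel chelate acceptor beads (10 ug/mL) for 30 min.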
Pin1 inhibitor: qHTS Assay to Find Inhibitors of Pin1. Pin1 FP peptide displacement, HiFluor488, 10 min. Potency, µM (top dose mostly 115 µM), for the others: at the top dose activity, negative = inhibition, usual class: inhibitors. actives 0.009% (n = 390,000); active = well fitted inhibition curve with a large enough effect in the polarisation, with a control signal flat, not every such curve was filed as active; inconclusive = small, poorly fitted or top-dose-only effect, or effect the other way, or a change in a side signal; inactive = no such curve, though single readings can be large or run the other way; the % refers to the polarisation; also: % is scaled to controls: 0 for no effect and ±100 for the full control effect
RGS4 inhibitor: Inhibitors of Regulator of G Protein Signaling (RGS) 4: qHTS | Regulator of G-protein signaling 4 (Homo sapiens), P49798 | Transcreener GDP fluorescence polarization, RGS4-accelerated GTP hydrolysis | Potency, µM (doses to about 114 µM), inactives show top-dose activity change, negative = inhibition, actives largely listed as inhibitors | actives 0.039% (n = 390,000) | AID 504845, 2011; also: % is scaled to controls: 0 for no effect and ±100 for the full control effect; nearly all actives have a fitted effect of over 75% in size; some results filed as inactive show a strong effect at the top dose
Target sequence (P49798 whole entry, looked up): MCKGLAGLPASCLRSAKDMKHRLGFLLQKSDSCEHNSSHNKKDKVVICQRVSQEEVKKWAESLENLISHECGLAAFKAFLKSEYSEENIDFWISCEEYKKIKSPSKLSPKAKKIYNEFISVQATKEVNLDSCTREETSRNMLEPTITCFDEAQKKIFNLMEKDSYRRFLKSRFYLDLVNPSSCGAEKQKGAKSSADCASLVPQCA
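MLSMR compounds (23 nl, pin-transferred) preincubated 10 min at room temperature with a 500nM (2x) first reagent, then RGS4 at 900nM (2x) plus Transcreener GDP mix added; fluorescence polarization (620/688 nm) read before and after 90 min at 30 °C.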
GLS inhibitor: qHTS for Inhibitors of Glutaminase (GLS) | actives 0.21% (n = 410,000) | GLS enzymatic activity, qHTS titration | Glutaminase kidney isoform, mitochondrial (Homo sapiens), O94925 | Potency, µM (series often up to 45.5 µM), for the others: at the highest dose activity change, negative = inhibition, actives largely listed as inhibitors; also: % is scaled to controls: 0 for no effect and ±100 for the full control effect
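hKGA; 45 mM KH2PO4 pH 8.2 + 0.02% Tween-20; cpd via pin tool; 1 mM Gln soln; GluOx/HRP/Amplex Red; RT 30 min; fluor. t0 & final.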
TrxR1 inh: qHTS Assay for Inhibitors of Mammalian Selenoprotein Thioredoxin Reductase 1 (TrxR1): qHTS | Potency, µM (titrated, usually from 114 µM), without a hit: top-dose activity change, negative = inhibition, usual class: inhibitors | AID 588453, 2011 | actives 1% (n = 390,000) | Thioredoxin reductase 1, cytoplasmic (Rattus norvegicus), O89049 | recombinant rTrxR1, NADPH fluorescence consumption, selenite substrate; also: % is scaled to controls: 0 for no effect and ±100 for the full control effect; nearly all actives have a fitted effect of over 65% in size
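Rat TrxR1 (90 nM in the dispensed reagent) was pre-reduced with 400 uM NADPH for 5 min at room temperature, then incubated with compound for 15 min. After 400 uM selenite was added, NADPH fluorescence (Ex 340/Em 450 nm) was followed for 8 min.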
Tb PGK inh: qHTS Assay to Find Inhibitors of Phosphoglycerate Kinase. actives 0.043% (n = 380,000). AID 602233, 2012. Potency, µM (highest dose often 57.5 µM), for inactives: top-dose activity change, negative = inhibition, most hits filed as inhibitors. PGK/GAPDH coupled, Kinase-Glo luminescence, 60 min. Phosphoglycerate kinase, glycosomal (Trypanosoma brucei brucei), P07378; also: % is scaled to controls: 0 for no effect and ±100 for the full control effect; nearly all actives have a fitted effect of over 60% in size
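Luminescent ATP detection (Kinase-Glo Plus) follows a 60-minute room-temperature incubation, with wells lacking PGK as controls. Buffer: 100 mM TEA (pH 7.6), 5 mM MgCl2, 0.01% Tween-20. Coupling enzyme GAPDH (100 nM final) supplies unstable 1,3-BPG in-well.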
The depositor's hits bear a star; i = inactive; ? = inconclusive; nt = no result given; [ ] = another dose, or the depositor's remark. Unless noted, calls follow the shape of the dose curve; as a rule, active = well fitted curve in the direction sought with a large enough effect; inconclusive = small, poorly fitted or top-dose-only effect, or another doubt; inactive = no such curve, though single readings can be large; an effect the other way counts as inactive or inconclusive. Potency is read from the fitted curve at half-maximal effect.

SMILES	JMJD2A Tudor	ALOX12 inh	ERG Ets-DNA blk	HP1b chromo inh	Pin1 inhibitor	RGS4 inhibitor	GLS inhibitor	TrxR1 inh	Tb PGK inh
O=C(NNC(=O)c1nc(Cl)ccc1Cl)c1ccc(F)cc1	3%	i	-1%	45%[activator]	0%	-23%	3%	23%	-10%
COc1ccccc1N1CCN(Cc2cn[nH]c2-c2ccc(F)cc2)CC1	-15%	0%	-1%	-6%	-12%	12%	5%	10%[57.1 µM]	-2%
Cc1cccc(N2CCN(C(=O)c3sc4nc5n(c(=O)c4c3C)CCC5)CC2C)c1 (stereo unspecified)	-10%	-3%	-2%	30%	-6%	3%	4%	14%	i
CC(NC(=O)c1ccccc1F)C1CC1 (stereo unspecified)	7%	12%	-1%	?	-2%	-19%	-10%	22%[57.1 µM]	i
Cc1cc(=O)oc2c(C)c(OC(C)C(=O)NCC3CCC(C(=O)O)CC3)ccc12 (stereo unspecified)	-18%	26%	-2%	12%	0%	-9%	10%	7%	-10%
COc1cccc(-n2nnc3c(=O)n(CC(=O)N4CCCc5ccccc54)cnc32)c1	-6%	15%	-1%	6%	-7%	9%	-7%	3%	9%
O=C(N/N=C/c1cc(Cl)cc([N+](=O)[O-])c1O)c1cc(-c2ccccn2)nc2ccccc12	45µM*	-14%	-2%	?	-7%	-12%	7%	?	-11%
Cc1cc(C)nc(NS(=O)(=O)c2ccc(N3C(=O)c4ccccc4C3=O)cc2)n1	-1%	-12%	4%	54%[activator]	6%	-10%	7%	17%	4%
CCC(C)CCCCNC1=NCCS1 (stereo unspecified)	4%	-20%	-4%	16%	-6%	9%	-29%	24%[57.1 µM]	7%
CCN(CC)c1ccc(NC(=O)CSc2nnc(N)s2)cc1C	-19%	11%[57.4 µM]	-1%	39%[activator]	2%	-38%	29%	-11%[57.1 µM]	9%
CC(Sc1nnc(C2CC2)n1C1CC1)C(=O)Nc1ccc(C(N)=O)cc1 (stereo unspecified)	-9%	20%	2%	31%	-5%	8%	-5%	15%	i
O=C(c1cccs1)N1CCN(Cc2ccccc2)CC1	0%	-4%	7%	19%	8%	2%	3%	-2%[57.1 µM]	8%
CCCc1oc2ccc(NS(=O)(=O)c3ccc(OC)cc3)cc2c1C(=O)OCC	-34%	?	2%	13%	2%	-1%	8%	28%[57.1 µM]	0%
COc1ccc(-n2c(SCC(=O)Nc3cc(C)on3)nc3c([nH]c4ccccc43)c2=O)cc1	-9%	16%[57.4 µM]	7%	60%[activator]	1%	-15%	3%	1%	-3%
Cc1ccc(C(=O)O)cc1NC(=O)c1ccc2c(c1)C(=O)N(c1ccc([N+](=O)[O-])cc1)C2=O	-23%	10%	0%	24%	-1%	-6%	-4%	11%	-14%

Single records, as listed above. Order of screens: JMJD2A Tudor, ALOX12 inh, ERG Ets-DNA blk, HP1b chromo inh, Pin1 inhibitor, RGS4 inhibitor, GLS inhibitor, TrxR1 inh, Tb PGK inh
Results for Cc1cc(=O)oc2c(C)c(OC(C)C(=O)NCC3CCC(C(=O)O)CC3)ccc12 (stereo unspecified) → -18%, 26%, -2%, 12%, 0%, -9%, 10%, 7%, -10%
Results for COc1ccc(-n2c(SCC(=O)Nc3cc(C)on3)nc3c([nH]c4ccccc43)c2=O)cc1 → -9%, 16%[57.4 µM], 7%, 60%[activator], 1%, -15%, 3%, 1%, -3%
Results for CCCc1oc2ccc(NS(=O)(=O)c3ccc(OC)cc3)cc2c1C(=O)OCC → -34%, ?, 2%, 13%, 2%, -1%, 8%, 28%[57.1 µM], 0%
Results for COc1ccccc1N1CCN(Cc2cn[nH]c2-c2ccc(F)cc2)CC1 → -15%, 0%, -1%, -6%, -12%, 12%, 5%, 10%[57.1 µM], -2%
Results for O=C(N/N=C/c1cc(Cl)cc([N+](=O)[O-])c1O)c1cc(-c2ccccn2)nc2ccccc12 → 45µM*, -14%, -2%, ?, -7%, -12%, 7%, ?, -11%

Fetched by compound from the list above (two):
SMILES	JMJD2A Tudor	ALOX12 inh	ERG Ets-DNA blk	HP1b chromo inh	Pin1 inhibitor	RGS4 inhibitor	GLS inhibitor	TrxR1 inh	Tb PGK inh
Cc1ccc(C(=O)O)cc1NC(=O)c1ccc2c(c1)C(=O)N(c1ccc([N+](=O)[O-])cc1)C2=O	-23%	10%	0%	24%	-1%	-6%	-4%	11%	-14%
CC(NC(=O)c1ccccc1F)C1CC1 (stereo unspecified)	7%	12%	-1%	?	-2%	-19%	-10%	22%[57.1 µM]	i

Going on with the list:
SMILES	JMJD2A Tudor	ALOX12 inh	ERG Ets-DNA blk	HP1b chromo inh	Pin1 inhibitor	RGS4 inhibitor	GLS inhibitor	TrxR1 inh	Tb PGK inh
Cc1cccc(OCCCC(=O)NNC(=O)c2ccccn2)c1	-8%	7%	1%	45%[activator]	-1%	-19%	2%	12%	6%
CCOc1cccc(CN2CCC(Oc3ccc(C(=O)N4CCCC4)cc3)CC2)c1	-28%	4%	-3%	26%	1%	8%	-3%	24%	1%
C=CCNC(=O)CSc1nc2sc(C)c(C)c2c(=O)[nH]1	-11%	7%[57.4 µM]	-4%	31%	-1%	24%	6%	0%	-1%
O=C1CCC(=O)N1c1ccccc1-c1ccccc1	-4%	-15%	-3%	27%	1%	-20%	9%	-6%	7%
COc1ccccc1-c1nnc(SC)n1C	4%	-1%	0%	72%[activator]	-1%	-1%	-11%	26%	-13%
CCOc1ccc(CCNC(=O)CN2C(=O)COc3ccc(S(=O)(=O)N4CCOCC4)cc32)cc1	-9%	5%	-8%	47%[activator]	-6%	-3%[11.4 µM]	-10%	11%	-7%
CCCNC(=O)C1CCN(S(=O)(=O)c2ccc3nc4c(c(C(=O)O)c3c2)CCCCC4)CC1	-1%	?	0%	45%[activator]	2%	8%	-1%	8%	4%
CCC(C)C(=O)Nc1nnc(SCC(=O)Nc2ccc(F)cc2)s1 (stereo unspecified)	-13%	-23%	-1%	70%[activator]	1%	-9%[56.9 µM]	-13%	15%	3%
N/C(=N\O)C1COc2ccccc2O1 (stereo unspecified)	-35%	0%	6%	6%	-2%	26%	14%	-6%	2%
COc1ccc2c(c1)c1c(c(=O)n(-c3ccccc3C)c(=O)n1Cc1c(F)cccc1Cl)n2C	-11%	-19%	-1%	35%	-7%	-4%	-2%	19%	0%
CCC(C)N(C(=O)COc1ccccc1C(=O)NCc1ccccc1)C1CCS(=O)(=O)C1 (stereo unspecified)	1%	0%	-10%	17%	1%	-5%	-1%	-5%	-6%
COc1ccc(Cl)cc1NC(=O)CSc1nncn1-c1cccnc1	-17%	0%	-5%	26%	-6%	17%	-5%	9%	1%
CCc1ccccc1NC(=O)CCC(=O)Nc1nnc(C(C)C)s1	-6%	-8%	5%	17%	-1%	31%	0%	17%	-1%
CC(C)C(=O)Nc1ccc2c(c1)oc1ccccc12	-4%	1%	0%	30%	-2%	-4%	-2%	4%	-8%
COc1ccc(N2CCN(Cc3nc4c(c(=O)n(C)c(=O)n4C)n3Cc3ccccc3C)CC2)cc1	-19%	13%	-4%	21%	-2%	2%	8%	21%	-3%
Cc1cc(NC(=O)C(C)Sc2nnc(NCc3ccco3)s2)no1 (stereo unspecified)	-25%	-6%	-15%	29%	0%	7%	-7%	?	-3%
CCC(C)NC(=O)NC1C(NC(=O)NC(C)CC)N(C)C(=O)N1C (stereo unspecified)	-15%	1%	-6%	32%	-21%	-5%	-2%	14%	4%
CC(=O)CSc1nnc(-c2ccncc2)n1C	-7%[57.1 µM]	4%	1%	57%[activator]	?	23%	-24%	-12%	5%
Cc1ccc(N(CC(=O)NC2CCCCC2)C(=O)Cn2nnc(-c3ccc(C)o3)n2)cc1	-33%	0%	11%	6%	-3%	18%	-7%	17%[57.1 µM]	-8%
COc1ccc(CNC(=O)CN(C(=O)CCC(=O)Nc2nccs2)c2ccc3c(c2)OCO3)cc1	7%	-24%	6%	37%	16%	-33%	-14%	20%[57.1 µM]	-9%
CCCCn1c(N)c(N(C(=O)CSc2nncn2-c2ccccc2)C2CCCC2)c(=O)[nH]c1=O	-4%	-2%	0%	28%	1%	-23%	-1%	8%	-7%
CCOC(=O)c1c(C)oc2nc(C)nc(N3CCN(c4ccc(C)cc4C)CC3)c12	-4%	-7%	1%	15%	4%	18%	1%	25%	14%
Fc1ccc(-n2nnc(-c3ccccc3)n2)cc1	11%	1%	1%	40%[activator]	-2%	-16%	0%	?	-9%
CCOc1ccccc1C1NC(=O)NC(C)=C1C(=O)OC1CCCCC1 (stereo unspecified)	-16%	2%	nt	12%	5%	13%	-1%	-8%	-6%
COc1ccc(CN(C(=O)COc2ccccc2)c2ccccc2C(=O)O)cc1	3%	1%	-11%	15%[57 µM]	-3%	7%	-3%	19%	i
c1coc(-c2nnc(-c3ccco3)nn2)c1	25µM*	?	10%	45µM*	?	?	7.9µM*	?	?

Screening data as filed in PubChem BioAssay.

Not all compounds are listed; rates above refer to the full screens.
